PglD DTNB: inhibitors of Campylobacter jejuni PglD acetyltransferase | purified PglD enzyme, DTNB colorimetric CoA detection | inhibition, % at 12.5 µM | actives 0.098% (n = 360,000) | AID 602405; in the data active = inhibition above about 16%, passing the limit was not always enough; inconclusive = no clear call, values can overlap the other calls; note: strong numbers were not always called active
DENV2 CPE rescue: DENV2-induced cell death inhibition; CPE inhibition, % at 9.99 µM; AID 651640; DENV2-infected cells, cytopathic effect rescue, plate reader; actives 1.7% (n = 350,000); in the data active = CPE inhibition above about 20%, passing the limit was not always enough; inconclusive = no clear call, values can overlap the other calls; tested in BHK-21 cells;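 note: 0% = median of neutral control wells and 100% = median of positive control wells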
E-selectin induc: E-selectin induction on HUVECs | actives 0.37% (n = 260,000) | AID 686992 | P16581 | activation, % at 7.58 µM | HUVEC E-selectin immunofluorescence imaging; normalized: neutral wells 0, TNF-alpha wells 100;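 active = mean E-selectin-positive cell signal at least 10% of the positive control, reached in at least 60% of replicates, without over 20% cell loss; inconclusive = no rule given, readout overlaps actives, possibly toxicity-flagged; inactive = the rest, including those meeting only one limit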;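 note: in these data hits start at about 27%; measured in HUVEC primary endothelial cells; signal is the percent of cells scored E-selectin positive by PE staining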
Target sequence (P16581 whole entry, looked up): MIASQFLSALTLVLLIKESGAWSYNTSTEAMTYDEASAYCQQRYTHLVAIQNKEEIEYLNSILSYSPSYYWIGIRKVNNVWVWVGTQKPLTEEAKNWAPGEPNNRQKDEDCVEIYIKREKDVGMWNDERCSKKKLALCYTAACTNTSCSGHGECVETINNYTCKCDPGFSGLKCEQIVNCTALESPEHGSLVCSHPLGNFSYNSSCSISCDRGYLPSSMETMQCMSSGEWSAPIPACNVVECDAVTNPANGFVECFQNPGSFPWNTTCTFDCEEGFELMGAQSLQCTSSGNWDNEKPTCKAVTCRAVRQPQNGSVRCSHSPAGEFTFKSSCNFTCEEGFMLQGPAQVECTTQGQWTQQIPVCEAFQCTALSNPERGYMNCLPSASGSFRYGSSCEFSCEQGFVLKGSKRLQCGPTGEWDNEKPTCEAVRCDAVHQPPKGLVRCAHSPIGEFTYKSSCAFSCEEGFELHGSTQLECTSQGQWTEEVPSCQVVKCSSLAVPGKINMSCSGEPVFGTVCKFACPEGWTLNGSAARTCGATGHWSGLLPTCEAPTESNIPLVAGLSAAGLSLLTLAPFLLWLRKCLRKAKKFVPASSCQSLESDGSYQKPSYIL
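Assay system: HUVEC, human umbilical vein endothelial cells / Amount: 3,000 HUVEC/well / Controls: TNF-alpha positive control, DMSO neutral control / Compound dosing: single concentration / Medium: EGM-2 over gelatin coat / Evaluation: percent E-selectin-positive cells / Signal: immunofluorescence imaging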
SIRT5 inh: sirtuin-5 (human) deacylase inhibition; Q9NXA8; Purified SirT5, succinyl-peptide AMC, trypsin-coupled fluorescence; inhibition, % at 15 µM; actives 1.1% (n = 330,000); in the data active = inhibition above about 15%; inconclusive = no clear call, values can overlap the other calls
C2C12 statin: suppressors of simvastatin-induced myotoxicity in C2C12 myotubes; rescue of ATP level, % at 7.49 µM; actives 0.78% (n = 330,000); ATP luminescence, 48 h; scaled: DMSO 0, geranylgeraniol control 100;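 active = mean ATP rescue above about 67%, or every replicate alone reaching that limit, limit read from the data, passing the limit was not always enough; inconclusive = no clear call, values can overlap the other calls; inactive = mean under the limit and some replicate under it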;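 note: myotubes were challenged with 10 µM simvastatin during compound exposure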
S100A4 MyoIIA: blocks human S100A4 binding to myosin IIA peptide; P26447; actives 0.14% (n = 360,000); inhibition, % at 10.7 µM; S100A4/TAMRA-MyoIIA peptide fluorescence polarization;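 active = mean inhibition of at least 70% across replicates, with every replicate also reaching that level; inconclusive = mean inhibition reaches 70% but some replicates fall short; inactive = mean inhibition below 70%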
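Compound dosing: one dose per compound; test system: human S100A4 monomer with TAMRA-labelled myosin IIA peptide; probe or stimulus: TAMRA-labelled myosin IIA heavy-chain peptide probe, 5 nM; medium: HEPES buffer with Ca2+, pH 7.2; schedule: 5 min incubation before reading; benchmarks: neutral control DMSO, positive control TFP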
ERp5 inh: inhibitors of human ERp5; AID 651711; actives 0.05% (n = 350,000); inhibition, % at 9.99 µM; ERp5 insulin aggregation, absorbance 650 nm, 90 min; Q15084;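 active = mean replicate inhibition above about 25%, with every replicate also reaching it, limit read from the data, passing the limit was not always enough; inconclusive = only one of those two criteria met; inactive = neither criterion met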
Target sequence (Q15084 whole entry, looked up): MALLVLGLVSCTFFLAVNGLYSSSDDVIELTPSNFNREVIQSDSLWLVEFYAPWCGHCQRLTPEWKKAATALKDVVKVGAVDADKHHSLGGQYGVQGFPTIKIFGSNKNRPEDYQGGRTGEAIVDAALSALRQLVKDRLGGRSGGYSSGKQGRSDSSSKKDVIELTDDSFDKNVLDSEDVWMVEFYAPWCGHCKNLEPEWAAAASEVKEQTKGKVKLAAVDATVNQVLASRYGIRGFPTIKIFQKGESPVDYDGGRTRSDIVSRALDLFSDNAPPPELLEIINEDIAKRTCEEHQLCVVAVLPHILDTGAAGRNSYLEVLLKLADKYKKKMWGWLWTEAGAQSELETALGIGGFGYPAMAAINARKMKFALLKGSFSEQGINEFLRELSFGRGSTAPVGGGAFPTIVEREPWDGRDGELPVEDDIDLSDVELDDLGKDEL
* marks the source's active call; other numbers are inactive results; ? = inconclusive; · = no result given. Not all compounds are listed; the hit share may differ from the screen's.

Below each SMILES: PglD DTNB	DENV2 CPE rescue	E-selectin induc	SIRT5 inh	C2C12 statin	S100A4 MyoIIA	ERp5 inh
CC(=O)Oc1ccc(N(C(C)=O)S(=O)(=O)c2ccc(Cl)cc2)c2ccccc12
    5	-5	·	-2	-5	-9	-1
C[C@@H]1CN([C@H](C)CO)C(=O)c2cc(NC(=O)CCCN(C)C)ccc2O[C@H]1CN(C)Cc1ccc(-c2ccccc2)cc1
    -1	6	0.0	0	2	-32	3
N#CCOC(=O)c1c2c(nc3ccccc13)CCC2
    -4	10	·	-1	1	-5	8
O=C(COC(=O)c1ccccc1)NCC1CCCO1 (stereo not given)
    -7	·	·	-2	1	2	-6
CC(=O)c1cccc(N(C(=O)c2ccco2)C(C(=O)NC2CCCC2)c2ccc(N3CCOCC3)cc2)c1 (stereo not given)
    ·	8	·	-1	·	2	4
Cc1ccc2nc3c(c(Nc4ccc5c(c4)OCCO5)c2c1)CCC3
    -4	-4	0.0	3	-63	-4	-9
C[C@H](CO)N1C[C@H](C)[C@H](CN(C)C(=O)CN(C)C)Oc2ncc(C3=CCCC3)cc2C1=O
    -2	-8	0.9	0	10	-7	-4
Cc1ccc(S(=O)(=O)N[C@@H]2CC[C@@H](CC(=O)NCCN3CCCCC3)O[C@H]2CO)cc1
    -2	-6	0.1	-1	6	2	-3
CCNC(=O)CSc1nc2sccc2c(=O)n1-c1ccccc1
    ·	-4	-0.1	-2	9	-6	5
CC1CC(=O)N(c2ccc(Br)cc2)C(=O)C1
    ·	11	-0.2	0	·	1	1
C/C(CC(=O)NC(C)(C)C)=N\NC(N)=S
    ·	-2	·	3	·	5	1
C[C@H](CO)N1C[C@H](C)[C@H](CN(C)Cc2ccc(C(F)(F)F)cc2)Oc2ccc(NC(=O)Cc3cn(C)c4ccccc34)cc2CC1=O
    5	1	228*	4	31	-6	8
C[C@@H]1CN([C@H](C)CO)C(=O)c2cc(NC(=O)Cc3cn(C)c4ccccc34)ccc2O[C@@H]1CN(C)CC1CCCCC1
    -1	0	-0.2	4	-2	5	-3
Cc1cc(C(=O)Nc2cc(C)on2)on1
    2	?	0.2	1	-5	0	1
NS(=O)(=O)c1ccc(CNS(=O)(=O)Cc2ccc(Cl)cc2)cc1
    -1	8	0.4	1	-4	0	4
CCOc1cc(C(=O)N(C)CC(=O)Nc2cccc(F)c2)ccc1OCC(=O)N1CCCCC1
    -4	-6	·	-2	11	1	-1
CCCNC(=O)Nc1ccc2c(c1)C(=O)N(C)C[C@@H](OC)[C@H](C)CN[C@@H](C)CO2
    3	-10	1.3	1	3	-7	0
CN1c2ccc(-c3ccc(F)cc3)cc2[C@@H]2[C@@H](CCN2C(=O)c2cccnc2)[C@H]1CO
    -3	-14	0.9	·	-3	·	·
C[C@H](CO)N1C[C@H](C)[C@@H](CN(C)C)Oc2cc(C#CC3CCCCC3)ccc2S1(=O)=O
    4	1	0.5	12	-9	-18	2
CCCC(=O)Nc1ccc2c(c1)OC[C@@H](C)N(C(=O)c1ccncc1)C[C@@H](C)[C@H](OC)CN(C)C2=O
    3	3	0.0	5	4	-3	2
COc1ccc2c3c(n(C)c2c1)[C@H](CO)N(Cc1ccccn1)CC31CN(Cc2ccccn2)C1
    ·	13	-0.2	-3	·	2	-1
COc1ccc(C2=Nn3c(nnc3-c3ccccc3F)SC2)cc1OC1CCOC1 (stereo not given)
    7	-17	1.5	·	-11	1	7
CCOc1ccc(NS(=O)(=O)c2ccc(-c3cnc(C4CC4)o3)cc2)cc1
    0	19	·	2	-12	-2	3
O=C(O)CN1C(=O)/C(=C\c2cn(CC(=O)N3CCOCC3)c3ccccc23)SC1=S
    ·	-2	·	6	·	-1	0
CCC(Cc1ccccc1)NS(=O)(=O)c1csc(C(N)=O)c1 (stereo not given)
    1	0	·	1	-2	5	0
O=Cc1c(NCc2cccc(F)c2)c2ccccc2[nH]c1=O
    7	7	0.1	1	-4	-3	5
COC(=O)c1ccc(NC(=O)c2cc(-c3ccncc3)nc3ccccc23)cc1
    -1	5	0.1	0	13	-3	-1
O=C(NCC(=O)N1CCCCCCC1)c1ccc(Cl)c(Cl)c1
    -2	-3	-0.2	·	-8	-26	1
Cc1nc2ccc(S(=O)(=O)NCC(=O)NC(C)c3ccccc3)cc2s1 (stereo not given)
    ·	5	5.7	-3	·	-5	-10
Cc1nn(CCC#N)c(N)c1C1(O)C(=O)Nc2c(Cl)cc(Cl)cc21 (stereo not given)
    -4	-1	·	-2	·	-2	5
COc1ccc(CCNC(=O)C(=O)NCC2OCCN2S(=O)(=O)c2cccs2)cc1OC (stereo not given)
    -4	-6	-1.1	-1	·	-3	-2
C[C@@H]1CCCCO[C@@H](CN(C)Cc2ccc(Cl)c(Cl)c2)[C@@H](C)CN([C@@H](C)CO)C(=O)c2cc(NC(=O)CCC(F)(F)F)ccc2O1
    0	·	-0.2	0	·	-6	4
O=C(C1CCC1)N1CCc2cc(S(=O)(=O)NC3CCCc4ccccc43)ccc21 (stereo not given)
    2	2	·	-2	-10	2	-4
COc1ccc(NC(=O)Nc2ccc3c(c2)C(=O)N([C@H](C)CO)C[C@@H](C)[C@H](CN(C)C(=O)c2ccccc2)OCCCC[C@@H](C)O3)cc1
    0	-4	0.0	5	-39	0	15
COC(=O)c1cc(S(=O)(=O)N2CCN(c3ccccc3F)CC2)c[nH]1
    -7	8	·	-2	7	2	6
CCCNC(=O)C1CC(=O)N(c2ccc(OCC)cc2)C1 (stereo not given)
    2	4	-0.5	0	5	1	-1
CC(C)n1cc(CN2CCC(n3nccc3NC(=O)Cc3ccccc3)CC2)cn1
    -2	7	0.6	0	·	-4	1
COc1ccc(CN(C)C[C@@H]2Oc3c(NS(C)(=O)=O)cccc3C(=O)N([C@@H](C)CO)C[C@@H]2C)cc1
    1	1	0.0	3	-13	15	-2
O=C(c1ccc2c(c1)OCO2)N1C[C@@H]2[C@H](c3ccccc31)[C@H](CO)N2C(=O)CC1CC1
    4	7	0.2	4	3	-2	-1
CN1CCN(C2Cc3ccc(Cl)cc3Sc3ccc(F)cc32)CC1 (stereo not given)
    -1	-14	0.2	-4	3	-2	-2
CC(=O)c1cccc(NC(=O)/C(=C\c2cccnc2)NC(=O)c2ccc(C)cc2)c1
    6	6	·	-1	17	-6	0
COc1ccc(N(CC(=O)NCC(C)C)S(=O)(=O)c2ccccc2)cc1
    ·	-4	·	-7	·	-5	-4
Cc1cccc(C(=O)OCC(=O)N2CC(C)OC(C)C2)c1C (stereo not given)
    3	1	-0.1	-1	7	8	1
Cc1ccc(COC(=O)c2cccc(S(=O)(=O)N3CCCCC3)c2)cc1
    -5	5	0.3	0	21	-6	2
C[C@H]1CN([C@@H](C)CO)C(=O)c2cccc(NS(C)(=O)=O)c2O[C@@H]1CN(C)C(=O)Nc1ccc2c(c1)OCO2
    -2	-8	-0.3	4	·	-6	2
Cc1ccccc1C(=O)Nc1ccc2nc3n(c(=O)c2c1)CCC3
    1	-1	0.0	-2	-12	0	2
Cc1ccc(S(=O)(=O)Nc2ccc3c(c2)C(=O)N([C@H](C)CO)C[C@H](C)[C@@H](CN(C)C(=O)CCC(F)(F)F)OCCCC[C@@H](C)O3)cc1
    4	-2	·	4	·	-6	3
CCC(C)NC(=O)CNC(=S)N(Cc1ccccc1)Cc1cccnc1 (stereo not given)
    -4	4	·	-2	·	1	4
N#Cc1c(-c2ccccc2)nc(N2CCN(Cc3ccccc3)CC2)[nH]c1=O
    4	0	·	-3	4	-10	-2
COc1cc(Br)cc(C(c2c(C)n(C)n(-c3ccccc3)c2=O)c2c(C)n(C)n(-c3ccccc3)c2=O)c1O
    -6	-8	15	-1	·	3	3
CC1(C)CC(=O)C(N=Nc2ccc(Br)cc2)=C(O)C1
    -11	0	·	0	·	-2	2
COc1cc(N)c(C(O)c2nccc3cc(OC)c(OC)cc23)cc1OC (stereo not given)
    7	1	·	2	-3	0	-1
COc1ccc(CCC(=O)Nc2cc(S(=O)(=O)N3CCOCC3)ccc2OC(C)C)cc1
    5	70*	-0.2	-2	3	1	-10
Cc1cc(-c2ccccc2)nc(N/N=C/c2cccnc2)n1
    1	8	·	1	7	-2	-3
COc1ccc(C)cc1NS(=O)(=O)c1ccc(NS(=O)(=O)c2ccc(NC(C)=O)cc2)cc1
    -2	5	·	3	3	-10	-5
O=C(Nc1nnc(-c2cccnc2)o1)c1ccccc1Cl
    7	-3	·	3	2	11	-3
CCc1c(C)nc2ncnn2c1NC1CCCc2ccccc21 (stereo not given)
    ·	-3	0.1	2	·	-1	1
COc1ccc(-c2nc3ccccc3n(CC(C)C)c2=O)cc1
    ·	-8	-5.8	1	·	-5	-3
Cc1cc(Cl)ccc1NC(=O)CN1C(=O)CSc2ccc(S(=O)(=O)N3CCOCC3)cc21
    ·	3	-0.1	1	4	-3	0
CC(C)C[C@H](NC(=O)OCC1c2ccccc2-c2ccccc21)C(=O)O
    1	0	0.9	-2	2	0	1

The results go on:
Below each SMILES: PglD DTNB	DENV2 CPE rescue	E-selectin induc	SIRT5 inh	C2C12 statin	S100A4 MyoIIA	ERp5 inh
Cc1ccccc1OCCC(=O)OCC(=O)Nc1ccc(C)c(S(=O)(=O)N2CCCCC2)c1
    -5	9	0.0	·	-12	-1	3
Cc1cnn2c(C3CC3)ccnc12
    ·	-8	·	-5	·	-4	4
COc1ccc(C(=O)Nc2ccc(NC(=O)c3ccccc3OC)nc2)cc1
    2	1	3.4	-1	-6	-1	1
C[C@@H]1CN([C@@H](C)CO)S(=O)(=O)c2ccc(C#Cc3ccccc3)cc2O[C@@H]1CN(C)CC1CC1
    4	12	131*	3	-13	-5	8
COc1ccc(C(=O)OCC(=O)NC(C)(C)C)cc1[N+](=O)[O-]
    ·	-4	·	-2	·	0	5
O=C(Nc1cccc(C(=O)O)c1)/C(=C\c1ccc2c(c1)OCO2)NC(=O)c1ccc(Br)o1
    ·	3	·	4	·	-1	7
O=C(COC(=O)c1cnccn1)Nc1cccc(F)c1
    3	-2	-2.6	0	3	2	5
CCCNC(=O)Nc1ccc2c(c1)OC[C@@H](C)N(Cc1ccncc1)C[C@H](C)[C@H](OC)CN(C)C2=O
    ·	-4	0.2	2	·	-3	·
CC(Oc1cccc(Cl)c1)C(=O)Nc1cc(S(=O)(=O)N2CCOCC2)ccc1N1CCCC1 (stereo not given)
    3	6	-0.3	-5	9	7	1
O=[N+]([O-])c1c(NCCO)cc(N2CCN(Cc3ccc4c(c3)OCO4)CC2)c2nonc12
    0	-9	1.4	-2	11	4	-8
COc1cccc(N2CCN(C(=O)c3ccc(CS(=O)c4ccc(Cl)cc4)o3)CC2)c1 (stereo not given)
    0	-1	·	3	-36	0	9
Cc1ccc(NC(=O)COC(=O)c2cc(=O)c3ccccc3o2)cc1F
    -5	-7	-0.4	1	5	1	5
Cc1nc(-c2ccc(S(=O)(=O)Nc3cc(F)ccc3F)cc2)co1
    -6	5	0.6	0	7	1	1

Source: PubChem BioAssay (Broad Institute)
